# Growth percent in the NCI-60 one-dose screen (48 h, 10 µM unless noted): 100 = growth as untreated, 0 = no growth, -100 = all killed.
# HS 578T: HS 578T breast cancer. actives 4.1% (n = 78,000). AID 1794788
# MCF7: MCF7 breast cancer | actives 6.3% (n = 82,000) | AID 1794796
# BT-549: BT-549 breast cancer; actives 4.4% (n = 78,000)
# LOX IMVI: LOX IMVI melanoma. actives 7.4% (n = 79,000). AID 1794757
# MDA-MB-468: MDA-MB-468 breast cancer | actives 8.5% (n = 78,000) | AID 2202374
# MDA-MB-231: MDA-MB-231 breast cancer; actives 5% (n = 81,000); AID 1794789
# MALME-3M: MALME-3M melanoma; actives 5.8% (n = 78,000); AID 1794766
# T-47D: T-47D breast cancer; actives 5% (n = 79,000)
# Active calls of the source: *; nt = no result given. Rule for the calls: active = growth percent below 10; inactive = the rest.
mol,HS 578T,MCF7,BT-549,LOX IMVI,MDA-MB-468,MDA-MB-231,MALME-3M,T-47D
O=[N+]([O-])c1ccc2c(c1)Cc1cc(Br)ccc1-2,85,93,nt,102,105,106,106,95
CCCCCCCCCCCCCCCC(=O)OCc1cc(=O)c(O)co1,107,99,111,101,94,95,116,107
COC(=O)c1ccc(CSc2nnc(-c3ccncc3)o2)cc1,107,97,104,nt,115,106,103,nt
C#C[C@]1(O)CC[C@H]2[C@@H]3CC=C4c5sc(-c6cccc(F)c6)nc5CC[C@]4(C)[C@H]3CC[C@@]21C,69,67,96,81,71,93,95,65
C=CC(=O)N[C@@H](/C=C/C(=O)OCC)Cc1ccc(-c2cc(F)cc(Cl)c2)cc1,93,90,95,85,70,91,92,28
CCc1cccc2c3c(sc12)C(c1ccc(Cl)cc1)c1c(nc(CC(=O)Nc2ccccc2)[nH]c1=O)O3 (stereo unspecified),47,38,82,74,10,84,55,32
CCOc1cccc(/C=C2\NC(=S)N(c3ccccc3)C2=O)c1O,87,79,159,91,50,97,105,87
CCOC(=O)C1=C(C)N=C2Sc3ccccc3N2C1c1cn(-c2ccccc2)nc1-c1ccc(F)cc1 (stereo unspecified),91,20,57,77,52,76,113,23
CC(C#N)(CCc1ccccn1)CCc1ccccn1,113,96,106,96,103,96,139,103
O=C(Nc1nc2c(s1)CCc1c-2c(Br)n(Cc2ccccc2)c1-c1ccccc1)c1ccccc1,101,105,102,96,84,95,104,82
CCCCCOc1ccc(OCCCN2CCN(C(=O)OCC)CC2)cc1,105,91,68,77,66,82,103,46
Cc1cccc(OCCCCCl)c1,109,87,92,90,119,118,94,113

# Later entries
mol,HS 578T,MCF7,BT-549,LOX IMVI,MDA-MB-468,MDA-MB-231,MALME-3M,T-47D
O=Cn1nc(-c2ccc(Br)cc2)cc1-c1ccccn1,nt,81,95,92,84,120,114,81
CCOC(=O)COC(=O)c1ccccc1C(=O)OC,87,106,125,97,101,101,108,93
C=C(C)[C@@H]1CC[C@]2(C(=O)NCCCCNCCCN)CC[C@]3(C)[C@H](CC[C@@H]4[C@@]5(C)CCC(=O)C(C)(C)[C@@H]5CC[C@]43C)[C@@H]12,106,98,98,nt,108,100,106,103
CCOC(=O)N1C(=O)/C(=C\c2ccc(OC)cc2)SC1=Nc1c(C)nn(-c2ccccc2)c1N,nt,50,45,71,48,90,nt,86
COc1ccc(-c2cnc3sc(C(=O)NNC(=O)c4ccc(Br)cc4)c(C)n23)cc1,97,96,100,102,104,100,112,100
Cc1ccc(-c2nc3c(N)nc(N)nc3nc2N)cc1,117,105,107,100,111,106,113,114
CCCCn1c(=O)c(/C=C/C(=O)/C=C/c2ccc3c(c2)OCO3)cc2ccccc21,93,39,91,79,102,74,105,76
COc1cc2nc(Cl)nc(Nc3cccc(C4=NN(C(C)=O)C(c5ccccc5)C4)c3)c2cc1OC (stereo unspecified),86,81,77,nt,102,71,82,55
O=NC1C(Cl)C2CC1C1C=CCC12 (stereo unspecified),97,105,105,96,101,112,99,94
CC(=O)c1c(C)nc2ccccc2c1/C=C/c1ccccc1,93,98,82,97,71,87,143,62
C=C(C)[C@@H]1CC[C@]2(C)[C@H](CC=C3[C@@H]4[C@@H](C)[C@H](C)CC[C@]4(C=O)CC[C@]32C)[C@@]1(C)CCCN,109,79,92,97,77,107,nt,87
N#Cc1c(-c2ccc(Cl)cc2)nc(NS(=O)(=O)c2ccccc2)nc1N1CCOCC1,89,94,104,90,113,84,93,91

# (more compounds)
mol,HS 578T,MCF7,BT-549,LOX IMVI,MDA-MB-468,MDA-MB-231,MALME-3M,T-47D
Cc1cc2ccccc2[nH]1,96,103,nt,96,102,92,107,120
CC(CN(C)C)C(=O)c1cccs1 (stereo unspecified),100,88,98,92,125,103,92,95
Cc1cc(N=C2C=CC(=[N+](C)C)C=C2)c(N)cc1N,95,69,96,79,40,65,106,87
O=C(C[n+]1cc(Br)cc(Br)c1)c1ccc2c(c1)CCCC2,103,93,nt,93,112,104,104,79
O=C(CCN1CCCC1)Nc1ccc2c(NCc3ccccc3)c3ccccc3nc2c1,-11*,-5.7*,17,-46*,-37*,-15*,-19*,-5.8*
CCOC(=O)[C@@H]1CSC(CC)=C(C(=O)O)N1,109,108,101,104,113,105,104,87
COC(=O)C12C3C(=O)N(Cc4ccc5c(c4)OCO5)C(=O)C3C(c3cn(-c4ccccc4)nc3C)N1[C@H](c1cn(-c3ccccc3)nc1C)[C@@H]1C(=O)N(Cc3ccc4c(c3)OCO4)C(=O)[C@@H]12 (stereo partly specified),102,101,113,nt,100,107,106,106
CN1CCN(CC(=O)N2c3cccc4cccc(c34)N(C(=O)CN3CCN(C)CC3)C2c2cn(-c3ccccc3)nc2-c2cccc([N+](=O)[O-])c2)CC1,29,-71*,71,-94*,-69*,-61*,-87*,-76*
CC1CN(Cc2ccccc2)C(=O)NC1=O (stereo unspecified),108,95,103,103,111,107,106,97
CCC/C=C/C=N/NC(=S)Nc1cccnc1,112,75,103,95,92,99,94,91
COc1ccc(/C=N/Nc2nc3ccccc3c(=O)n2-c2ccccc2)cc1OC,97,114,92,97,99,100,107,105
CCCCC(=O)OC1CCCCC1C (stereo unspecified),98,103,85,98,87,106,95,95

# More records follow.
mol,HS 578T,MCF7,BT-549,LOX IMVI,MDA-MB-468,MDA-MB-231,MALME-3M,T-47D
COc1cc(-c2nc(-c3nnc(-c4ccc(Cl)cc4Cl)o3)c3ccccn23)cc(OC)c1OC,84,80,95,82,93,81,nt,78
COc1ccccc1-c1cn2ccnc2c(-c2ccccc2OC)n1,95,95,103,103,104,87,94,97
CCCCCCOc1ccc(C2(Cl)c3ccccc3N(C)c3ccccc32)cc1,55,0.6*,87,-34*,50,33,-22*,44
NC(N)=NS(=O)(=O)c1ccc(N=Nc2c(N)nn(-c3ccccc3)c2N)cc1,100,94,134,102,96,103,105,105
C[C@@H](O)CC(C)(C)O,112,117,100,101,122,113,106,109
C/C(=N\n1c(N)nc2n[nH]c(N)c2c1=O)c1ccccc1,104,92,112,nt,106,105,102,115
Cc1cc(=O)oc(C)c1C(=O)O,105,110,115,98,108,101,125,103
O=C(O)c1cc(-c2cccs2)c2sc(=O)[nH]c2n1,94,86,99,95,101,108,97,77
CNC(=O)OCc1c(COC(=O)NC)c(-c2ccc(F)cc2)n2c1CCC2,87,66,116,76,34,92,90,79
COc1cc(OC)cc(/C(C)=N/NC(=O)CSc2nc3ccccc3c(=O)n2Cc2ccc(S(N)(=O)=O)cc2)c1,89,93,44,80,74,63,71,38
Cn1cccc1/C=C1\C(=O)Nc2ccccc21,101,12,90,87,-2.0*,67,95,18
Nc1cc2ccccc2c(=O)n1NC(=O)c1cccc(Br)c1,nt,87,83,nt,114,nt,87,90

# Limited to MALME-3M, MDA-MB-468 and T-47D (2 entries from above):
mol	MALME-3M	MDA-MB-468	T-47D
COC(=O)C12C3C(=O)N(Cc4ccc5c(c4)OCO5)C(=O)C3C(c3cn(-c4ccccc4)nc3C)N1[C@H](c1cn(-c3ccccc3)nc1C)[C@@H]1C(=O)N(Cc3ccc4c(c3)OCO4)C(=O)[C@@H]12 (stereo partly specified)	106	100	106
CN1CCN(CC(=O)N2c3cccc4cccc(c34)N(C(=O)CN3CCN(C)CC3)C2c2cn(-c3ccccc3)nc2-c2cccc([N+](=O)[O-])c2)CC1	-87*	-69*	-76*

# Quoted from the listing.
# Cn1cccc1/C=C1\C(=O)Nc2ccccc21 in LOX IMVI is listed with 87
# CNC(=O)OCc1c(COC(=O)NC)c(-c2ccc(F)cc2)n2c1CCC2 in T-47D is listed with 79

# (listing goes on)
mol,HS 578T,MCF7,BT-549,LOX IMVI,MDA-MB-468,MDA-MB-231,MALME-3M,T-47D
Cc1ccc(C(=O)Nc2ccc(-c3nc(N4CCOCC4)c4c5c(sc4n3)CCCC5)cc2)cc1,nt,95,93,93,87,105,104,67
Cc1nn2c(/C=C3/C(=O)Nc4ccccc43)c(-c3ccccc3)nc2s1,103,82,90,93,88,86,108,74
COc1cc2c(c(OC)c1OC)CCC(c1cccc(C(=O)Nc3ccc(Br)cc3)c1)O2 (stereo unspecified),79,67,69,65,38,17,72,29
N#CCC1CC2CCC1C2 (stereo unspecified),98,95,100,96,102,104,105,104
Cc1cccc(C)c1O,104,100,80,97,85,93,106,88
O=c1[nH]cc(Cl)cc1O,91,91,91,65,108,78,91,70
Cn1cc(S(=O)(=O)NC2=CN3CC=CC3CC2=O)cn1 (stereo unspecified),109,104,92,98,105,101,106,86
COC(=O)c1ccc(Nc2cc(=O)[nH]c(=O)[nH]2)cc1,99,98,122,94,95,107,104,102
CC(=O)N1N=C(c2ccc(Br)cc2)CC1c1cn(-c2ccccc2)nc1-c1ccc(OCc2ccccc2)cc1 (stereo unspecified),109,89,101,102,108,85,113,73
COc1cc(-c2c(C(N)=O)nnn2-c2cc(OC)c(OC)c(OC)c2)cc(OC)c1OC,113,96,100,98,101,116,95,89
O=C(N/N=C/c1cc2ccccc2n2nnnc12)Nc1ccc(Cl)cc1,106,96,96,103,91,105,110,90
CCOC(C)=C(C#N)C#N,122,98,nt,99,104,109,118,103

# Of the compounds above, 6 contain an NH in an aromatic ring:
mol,HS 578T,MCF7,BT-549,LOX IMVI,MDA-MB-468,MDA-MB-231,MALME-3M,T-47D
CCc1cccc2c3c(sc12)C(c1ccc(Cl)cc1)c1c(nc(CC(=O)Nc2ccccc2)[nH]c1=O)O3 (stereo unspecified),47,38,82,74,10,84,55,32
Cc1cc2ccccc2[nH]1,96,103,nt,96,102,92,107,120
C/C(=N\n1c(N)nc2n[nH]c(N)c2c1=O)c1ccccc1,104,92,112,nt,106,105,102,115
O=C(O)c1cc(-c2cccs2)c2sc(=O)[nH]c2n1,94,86,99,95,101,108,97,77
O=c1[nH]cc(Cl)cc1O,91,91,91,65,108,78,91,70
COC(=O)c1ccc(Nc2cc(=O)[nH]c(=O)[nH]2)cc1,99,98,122,94,95,107,104,102

# More results follow.
mol,HS 578T,MCF7,BT-549,LOX IMVI,MDA-MB-468,MDA-MB-231,MALME-3M,T-47D
N#Cc1c(-c2ccc(F)cc2)nc(SCc2ccccc2)nc1N1CCNCC1,-46*,-85*,-97*,-94*,-64*,-98*,-97*,-76*
CNC1C(OC2C(OC3C(O)C(O)C(N=C(N)N)C(O)C3N=C(N)N)OC(C)C2(O)/C=N/NC(N)=S)OC(CO)C(O)C1O (stereo unspecified),92,96,103,107,111,101,94,99
O=c1[nH]c(-c2ccccc2)ncc1OCc1ccccc1,124,103,106,108,106,108,107,nt
CCOP(=O)(OCC)/C(=C\n1ccc(=O)[nH]c1=S)C(=O)OC,103,104,115,96,122,97,101,113
COc1cc2c3c(cccc3c1)C(=O)N(CCN1CCCC1)C2=O,27,3.1*,49,-2.2*,-3.5*,29,-22*,25
COc1ccc(S(=O)(=O)NCCCNc2nccc(-c3cn(C(C)(C)C)nc3-c3ccc(F)c(OC)c3)n2)cc1,90,89,104,92,92,96,98,78
CC(=O)c1ccc(NC(=O)CS(=O)(=O)c2nnc3n(Cc4ccccc4)c(=O)c4c(C)c(C(N)=O)sc4n23)cc1,104,96,95,94,99,104,107,116
O=C(/C=C/Nc1nccs1)c1ccc(N=Cc2c(O)[nH]c3ccccc23)cc1,102,72,86,91,76,89,106,106
CCCS(=O)(=O)Oc1ccc(-c2ccc3sccc3c2)cc1,117,105,112,99,106,116,118,93
CC1(C)CN(Cc2ccccc2)CCN1Cc1ccccc1,99,114,109,99,106,101,116,100
C=C(C[C@](O)(C(=O)CC)C(=O)Oc1ccccc1)c1ccccc1,101,98,108,106,101,92,103,101
Nc1nc(CF)cc(=O)[nH]1,107,103,107,94,100,110,101,nt

# Going on with the list:
mol,HS 578T,MCF7,BT-549,LOX IMVI,MDA-MB-468,MDA-MB-231,MALME-3M,T-47D
CC[C@H](Nc1ncnc(N)c1C(N)=O)c1nc2cccc(NCc3ccc(C(=O)NO)cn3)c2c(=O)n1-c1ccccc1,92,100,95,99,123,95,103,103
Cc1nn(-c2ccccc2)c2nc3nc(-c4cccnc4)nc(N)c3c(-c3ccc(Cl)cc3)c12,80,68,107,82,100,85,85,81
Cc1nc(Nc2cccc(Nc3nc(C)c(N=Nc4ccccc4)s3)c2)sc1N=Nc1ccccc1,80,48,94,nt,71,65,108,52
C/C(=N\NC(=S)Nc1ccccc1)c1sc(Nc2ccc(C)cc2)nc1C,102,74,103,94,118,93,114,92
CCCC(=O)c1ccc(C)o1,107,103,120,97,122,110,106,96
COc1ccc([C@@H]2[C@@H](Cl)C(=O)N2c2cc(OC)c(OC)c(OC)c2)cc1C,48,21,6.5*,24,19,18,76,78
CCN1CCN(c2ccc(Nc3cc(-c4cccnc4Nc4c(Cl)c(OC)cc(OC)c4Cl)ncn3)cc2)CC1,52,41,60,45,90,86,76,nt
CCCCCCCC(CCCCCCC)C(=O)O,101,92,105,104,86,109,136,95
Nc1cccc(C(=O)C2=Cc3cc4ccccc4n3Cc3cnnn32)c1,98,64,82,92,68,72,92,95
CN1CCN(Cc2ccc(NC(=O)c3cncc(C#Cc4cnc(N)c5ccc(F)cc45)c3)cc2C(F)(F)F)CC1,11,13,42,-90*,-34*,-58*,-17*,43
COc1ccc(C(C)c2cc(OC)c(OC)c(OC)c2)cc1 (stereo unspecified),38,14,25,26,42,31,67,63
O=C(N/N=C\c1cc(O)c(O)c(O)c1)c1ccc2nc(-c3ccc([N+](=O)[O-])cc3)[nH]c2c1,83,89,84,79,80,76,94,95

# The list continues.
mol,HS 578T,MCF7,BT-549,LOX IMVI,MDA-MB-468,MDA-MB-231,MALME-3M,T-47D
CSC1=NC(N)=NN=C2N1C(=O)C(CC(C)C)N2C(C)=O (stereo unspecified),101,99,99,104,101,93,96,101
CCCn1nc(C(=O)N(C)Cc2ccccc2)c2c1CCC(N1CCc3ccccc31)C2 (stereo unspecified),96,85,95,100,93,108,112,108
CCC1(C)N=C(N)Nc2nc3cc(C)c(C)cc3n21 (stereo unspecified),113,92,120,97,101,90,nt,94
CCN(CC)S(=O)(=O)c1ccc(S(=O)(=O)N2CCC[C@@H](C(=O)N3CCN(C(=O)OC(C)(C)C)CC3)C2)cc1,87,49,61,58,16,78,94,45
C[N+](C)(C)CC(=O)N/N=C/CCc1ccccc1,123,116,113,101,120,119,119,108

# Compound activity deposited in PubChem BioAssay by NCI.
